Screening data: PubChem, several laboratories
Cdc42 wt: modulators of GTP binding to wildtype Cdc42, primary screen, biochemical, multiplex bead flow cytometry, Bodipy-GTP. Cell division control protein 42 homolog (Homo sapiens), P60953. GST-Cdc42 beads; actives lie on both sides. percent activity (GTP binding), % at 10 µM. 0.2% of 190,000 active;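 active means percent activity GTP binding at least 20 points away from the 100% baseline, either down as inhibitor or up as activator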;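 further: median bead fluorescence of bound Bodipy-FL-GTP at 100 nM; 0% = excess unlabeled GTP control and 100% = no compound control; below 100% means less GTP binding so inhibitor and above means activator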
Target sequence (P60953 whole entry, looked up): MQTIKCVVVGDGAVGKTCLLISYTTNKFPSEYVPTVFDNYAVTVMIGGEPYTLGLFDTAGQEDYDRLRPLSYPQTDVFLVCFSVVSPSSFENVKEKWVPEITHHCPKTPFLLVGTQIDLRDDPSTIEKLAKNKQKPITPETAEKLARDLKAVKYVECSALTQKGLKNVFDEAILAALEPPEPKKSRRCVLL
Rab2 wt GTP: modulators of GTP binding to Rab2A wildtype, primary screen, biochemical, dog, bead-based flow cytometry, multiplex | Ras-related protein Rab-2A (Canis lupus familiaris), P61105 | 0.19% of 190,000 active | AID 760, 2007 | GST-Rab2 wt beads, Bodipy-GTP binding | GTP binding activity, % at 10 µM;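 active means GTP binding activity at least 20 points away from 100%, either lowered or raised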;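 further: 0% = beads with excess unlabeled GTP and 100% = no-compound control corrected for plate trend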
Rac1 wt GTP bind: wildtype Rac1 GTP binding modulators, primary screen, biochemical, GST-Rac1 beads, flow cytometry, multiplex; fluorescent GTP binding; actives lie on both sides; 0 = cold GTP competed, 100 = untreated; GTP binding activity (% of control), % at 10 µM; 0.27% of 190,000 active; AID 757, 2007; Ras-related C3 botulinum toxin substrate 1 (Homo sapiens), P63000;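 active means GTP binding activity at least 20 points away from the 100% control level, either lower or higher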
Pf gametocyte: late stage P. falciparum gametocyte viability inhibitors, primary screen, ATP luminescence, HTS; AID 743093, 2013; P. falciparum stage V gametocytes, 24 h; 0.065% of 150,000 active; inhibition, % at 10.9 µM;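 active means inhibition above the mean plus 3 SD of compounds within the control limits, set per campaign, cut at about 38% in these data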;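 further: 0% = DMSO wells and 100% = medium only without gametocytes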
Rac1 act GTP bind: GTP binding modulators of activated mutant Rac1, primary screen, biochemical, bead-based flow cytometry, multiplex, fluorescent GTP; Ras-related C3 botulinum toxin substrate 1 (Homo sapiens), P63000; percent activity (GTP binding), % at 10 µM; 0.11% of 190,000 active; GST-Rac1 activated beads; actives lie on both sides; 100% means binding = to untreated wells;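 active means GTP binding at least 20 percentage points away from the 100% baseline, in either direction, so actives lie on both sides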
Avidin bead fluor: green autofluorescence of compounds with avidin beads – biophysical, 488/530 nm, flow cytometry, artefact control, profiling panel; compound fluorescence 488/530 nm; hits give high values; fluorescence (KMESF) at 10 µM; 0.38% of 220,000 active; AID 1775, 2009; in the data active means fluorescence above about 47; further: inactives centre near 10
Mcl1-Noxa inh: Mcl-1/Noxa binding inhibitors, primary screen, biochemical, TR-FRET, 1536-well; TR-FRET Mcl-1/Noxa peptide binding, 2 h; inhibition, % at 21.7 µM; 1.5% of 220,000 active;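 active means compounds that cut the protein-peptide binding signal by more than 50% relative to plate controls in a single-dose test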;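 further: His-tagged Mcl-1 with rhodamine Noxa BH3 peptide and terbium anti-His antibody; 0% = Mcl-1 plus Noxa peptide wells and 100% = peptide-only wells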
Target sequence (Q07820 whole entry, looked up): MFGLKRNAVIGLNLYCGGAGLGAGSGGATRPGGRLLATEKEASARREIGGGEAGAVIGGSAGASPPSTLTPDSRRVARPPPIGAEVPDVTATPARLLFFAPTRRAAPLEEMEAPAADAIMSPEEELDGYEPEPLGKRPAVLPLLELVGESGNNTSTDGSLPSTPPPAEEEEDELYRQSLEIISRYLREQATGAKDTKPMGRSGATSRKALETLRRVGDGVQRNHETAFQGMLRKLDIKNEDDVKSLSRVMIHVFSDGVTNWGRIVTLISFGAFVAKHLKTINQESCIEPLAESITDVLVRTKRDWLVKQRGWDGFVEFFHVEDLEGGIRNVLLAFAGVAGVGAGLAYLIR
Bim-Mcl-1: inhibitors of Bim peptide binding to Mcl-1, primary screen, biochemical, bead-based flow cytometry, multiplex | Induced myeloid leukemia cell differentiation protein Mcl-1 (Homo sapiens), Q07820 | Bim peptide-Mcl-1 binding | inhibition, % at 10 µM | 0.1% of 190,000 active | AID 1009, 2008; in the data active means inhibition above about 40%;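 further: 0% = no compound tracer wells and 100% = peptide blocker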
Mcl1-Bid inh: Mcl-1/Bid binding inhibitors, primary screen, biochemical, TR-FRET, 1536-well; inhibition, % at 21.7 µM; TR-FRET Mcl-1/Bid-Dy647 peptide binding; AID 1021, 2008; Induced myeloid leukemia cell differentiation protein Mcl-1 (Homo sapiens), Q07820; 0.97% of 220,000 active;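 active means compounds that cut the binding signal by more than half at the single screening dose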;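 further: His-tagged Mcl-1 with europium anti-His antibody binding Bid BH3 peptide; 0% = Mcl-1 plus peptide wells and 100% = peptide-only wells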
Rab7 wt modul: modulators of GTP binding to Rab7, primary screen, biochemical, wildtype, multiplex bead flow cytometry. Rab7 GTPase wild type (dog), Bodipy-FL-GTP binding. GST-Rab7 beads, fluorescent GTP binding; actives lie on both sides; untreated = 100%, excess cold GTP = 0%. GTP binding activity (percent of control), % at 10 µM. 0.055% of 190,000 active. AID 758, 2007;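 active means fluorescent GTP binding to Rab7 beads changed by at least 20 points from the 100% baseline, either direction, mostly lower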;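 further: median green fluorescence of bound Bodipy-FL-GTP per Rab7 bead population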
HRas wt GTP bind: modulators of GTP binding to HRas wildtype, primary screen, biochemical, bead-based flow cytometry, multiplex; GST-Ras wt beads, Bodipy-FL-GTP binding; actives lie on both sides; GTP binding activity, % at 10 µM; 0.14% of 190,000 active;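 active means GTP binding activity at least 20% away from the 100% baseline, either lowered as inhibitor or raised as activator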;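 further: 0% = unlabeled GTP competition control and 100% = no-compound control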
Target sequence (P01112 whole entry, looked up): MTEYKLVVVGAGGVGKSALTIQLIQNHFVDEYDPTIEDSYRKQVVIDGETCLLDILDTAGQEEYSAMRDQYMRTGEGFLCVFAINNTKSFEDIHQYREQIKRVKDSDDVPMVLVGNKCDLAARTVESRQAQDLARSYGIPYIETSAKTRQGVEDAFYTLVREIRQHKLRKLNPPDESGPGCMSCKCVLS
Active calls of the source: *; x = no result given.

SMILES	Cdc42 wt	Rab2 wt GTP	Rac1 wt GTP bind	Pf gametocyte	Rac1 act GTP bind	Avidin bead fluor	Mcl1-Noxa inh	Bim-Mcl-1	Mcl1-Bid inh	Rab7 wt modul	HRas wt GTP bind
COc1ccc(-c2noc(C(=O)NCc3ccccc3Cl)n2)cc1OC	96.0	94.0	98.0	x	93.0	8	-7.7	-1.0	-5.2	98.0	97.0
CCOc1ccc(NC(=O)CCC(=O)NNC(=O)Nc2cccc(Cl)c2)cc1	98.0	99.0	97.0	10.5	98.0	10	1.6	0.0	-17.0	95.0	98.0
O=C(NC(Cc1c[nH]c2ccccc12)C(=O)Nc1ccc(F)cc1)c1cccs1 (centres undefined)	104.0	100.0	108.0	-12.3	100.0	11	0.9	-6.0	-33.5	104.0	102.0
CCOC(=O)N1CCN(CCC(=O)Nc2ccc(Br)cc2)CC1	105.0	100.0	107.0	10.7	102.0	5	25.4	3.0	-28.0	100.0	103.0
CCOC(=O)CCCNC(=O)CN1C(=O)NC(CCc2ccccc2)C1=O (centres undefined)	104.0	98.0	101.0	x	100.0	7	-11.5	-2.0	-7.5	94.0	99.0
CCc1ccc(C(=O)COC(=O)C(Cc2ccccc2)NC(=O)C2CCC(C)CC2)cc1 (centres undefined)	95.0	99.0	96.0	-32.6	98.0	11	-1.7	1.0	16.2	98.0	97.0
CCOc1cc(NC(=O)c2cccs2)c(OCC)cc1NC(=O)c1ccco1	103.0	103.0	100.0	x	99.0	13	18.0	1.0	-31.0	101.0	103.0
O=C(Nc1ccccc1N1CCN(C(=O)c2ccccc2)CC1)c1ccc(Cl)cc1	95.0	97.0	96.0	x	94.0	11	14.5	0.0	-1.3	93.0	95.0
CSCCC(NC(=O)c1cc(C)oc1C)C(=O)O (centres undefined)	100.0	99.0	103.0	13.5	99.0	7	3.8	2.0	7.0	101.0	99.0
Cc1ccc(/C=C/C(=O)Nc2nnc(C)s2)o1	103.0	100.0	107.0	-1.3	101.0	11	12.6	-10.0	-35.0	101.0	101.0
Cn1c(/C(C#N)=C/c2cccc(O)c2)nc2ccccc21	97.0	96.0	91.0	13.6	94.0	9	1.5	-1.0	-28.5	92.0	90.0
O=C(c1cccc(N2C(=O)C3CC=CCC3C2=O)c1)N1CCCCCC1 (centres undefined)	101.0	101.0	108.0	x	99.0	21	-2.8	-2.0	-78.6	102.0	102.0
COc1ccc(OC)c(-c2nnc(NC(=O)C(C)Sc3nncn3C)s2)c1 (centres undefined)	100.0	99.0	102.0	x	101.0	8	3.6	2.0	9.4	101.0	101.0
CCOC(=O)c1cc(C)sc1NC(=S)Nc1ccccc1	91.0	93.0	98.0	12.4	94.0	3	-1.4	4.0	-77.5	95.0	91.0
Cc1ccc(NC(=O)c2sccc2C)cc1S(=O)(=O)N(C)C	103.0	101.0	105.0	x	101.0	3	9.8	-1.0	-3.8	104.0	101.0
O=C(O)C1[C@H]2C(=O)N(Cc3cccs3)C[C@]23C=C[C@H]1O3 (some centres undefined)	103.0	102.0	103.0	8.5	100.0	6	11.4	1.0	2.4	102.0	101.0
CS(=O)(=O)N(CC(=O)N1CCCC1)c1ccc2c(c1)OCCO2	106.0	106.0	103.0	x	102.0	9	-5.9	-2.0	-18.4	101.0	104.0
CCOC(=O)c1sc(NC(=O)CCN2CCN(C)CC2)c(C(=O)OCC)c1C	96.0	96.0	101.0	-2.4	97.0	11	38.1	-1.0	-4.9	98.0	98.0
COCC(=O)Nc1cc(C(=O)NCC(C)C)ccc1Cl	98.0	100.0	99.0	15.3	101.0	4	2.3	-2.0	-3.6	103.0	99.0
Cc1cc(C)n2c(Nc3ccc4c(c3)OCCO4)c(-c3ccccc3)nc2n1	99.0	100.0	100.0	5.3	101.0	29	11.2	-3.0	-20.4	95.0	99.0
CCn1c(=O)c(C(=O)NC(C)C)c(O)c2ccccc21	100.0	98.0	98.0	x	98.0	8	5.2	2.0	-19.4	97.0	99.0
COc1ccc2cc(C(=O)c3ccccc3)c(=O)oc2c1	102.0	99.0	105.0	x	98.0	24	10.1	-4.0	10.4	101.0	100.0
OC(CNCCc1ccc(Cl)cc1)COCc1ccco1 (centres undefined)	97.0	96.0	94.0	4.8	94.0	9	36.4	0.0	20.6	93.0	96.0
Cn1c(=O)[nH]c(=O)c2c1ncn2CCCc1ccccc1	101.0	97.0	103.0	1.5	99.0	19	15.6	0.0	-4.8	94.0	104.0
COc1ccc(NC(=S)N2N=CCC2c2ccccc2)cc1 (centres undefined)	98.0	98.0	98.0	0.0	97.0	7	-6.6	-2.0	-16.3	96.0	98.0
Cc1c(Cl)cccc1NC(=S)N(Cc1ccco1)C(C)c1ccccn1 (centres undefined)	101.0	101.0	105.0	6.6	95.0	7	6.0	-2.0	-18.7	109.0	101.0
COc1ccc(-c2csc(/C=C/c3ccc4c(c3)OCO4)n2)cc1OC	102.0	97.0	105.0	21.7	96.0	12	3.9	-4.0	3.9	97.0	101.0
OCCNc1ncnc2ccc(Br)cc12	98.0	95.0	100.0	x	98.0	22	-3.0	1.0	21.8	96.0	99.0
COc1ccc(CNC(=O)CCCN2C(=O)c3ccccc3C2=O)cc1	100.0	101.0	111.0	-7.7	100.0	24	-8.7	1.0	-0.2	104.0	101.0
CCCN1CCC(NC(=O)Nc2ccc(Br)cc2)CC1	94.0	95.0	98.0	-4.9	95.0	7	43.4	-4.0	-8.8	100.0	94.0
CC1C(=O)CC(c2ccccc2)N(C)C1c1ccccc1 (centres undefined)	98.0	96.0	100.0	x	96.0	12	24.1	-1.0	0.9	95.0	97.0
OCCC1CN(Cc2cccc(OC3CCCC3)c2)CCN1Cc1ccsc1 (centres undefined)	96.0	98.0	94.0	-21.4	95.0	4	5.2	-1.0	-28.1	98.0	94.0
CS(=O)(=O)Nc1ccc(S(=O)(=O)NCCc2ccccc2)cc1	99.0	102.0	107.0	x	97.0	13	-10.0	-5.0	-41.0	100.0	101.0
COc1cc(CNC2CCCCC2OC)cc(OC)c1OC (centres undefined)	105.0	102.0	105.0	-12.1	102.0	13	21.1	-3.0	8.8	102.0	102.0
Cc1c(NC(=O)C2CCCO2)cccc1[N+](=O)[O-] (centres undefined)	105.0	98.0	104.0	-2.0	101.0	9	7.0	-4.0	-17.5	102.0	102.0
COc1ccc(CCNC(=O)c2cc(S(=O)(=O)N3CCC4(CC3)OCCO4)ccc2F)cc1OC	103.0	100.0	101.0	3.9	98.0	10	1.4	0.0	-1.8	104.0	99.0
Cc1ccc(C(=O)N/C(N)=N/c2nc3ccccc3o2)cc1	100.0	99.0	99.0	x	99.0	8	-20.3	-2.0	17.4	102.0	101.0
COc1ccc(CCNC(=O)C2CCN(C(=O)c3cccs3)CC2)cc1	96.0	100.0	104.0	-10.4	96.0	4	-7.7	0.0	-23.2	100.0	100.0
C=CCSc1nc(N)c(C(=O)Nc2ccccc2)cc1C#N	102.0	100.0	103.0	x	98.0	8	10.8	-1.0	0.8	100.0	98.0
N#Cc1c(Cl)cccc1-n1ccnc1	98.0	94.0	98.0	x	96.0	35	-5.1	-2.0	2.9	96.0	98.0

Sorted by the number under HRas wt GTP bind (largest number first): 3 from the list above
| Molecule | HRas wt GTP bind |
| --- | --- |
| COc1cc(CNC2CCCCC2OC)cc(OC)c1OC (centres undefined) | 102.0 |
| N#Cc1c(Cl)cccc1-n1ccnc1 | 98.0 |
| CCCN1CCC(NC(=O)Nc2ccc(Br)cc2)CC1 | 94.0 |

The main list resumes, starting two compounds before the break.
SMILES	Cdc42 wt	Rab2 wt GTP	Rac1 wt GTP bind	Pf gametocyte	Rac1 act GTP bind	Avidin bead fluor	Mcl1-Noxa inh	Bim-Mcl-1	Mcl1-Bid inh	Rab7 wt modul	HRas wt GTP bind
C=CCSc1nc(N)c(C(=O)Nc2ccccc2)cc1C#N	102.0	100.0	103.0	x	98.0	8	10.8	-1.0	0.8	100.0	98.0
N#Cc1c(Cl)cccc1-n1ccnc1	98.0	94.0	98.0	x	96.0	35	-5.1	-2.0	2.9	96.0	98.0
CS(=O)(=O)C1=C(O)C(=O)N(CCCC(=O)O)C1c1ccccc1F (centres undefined)	101.0	97.0	97.0	-10.3	96.0	7	16.5	0.0	-24.4	100.0	100.0
N/C(=N\OC(=O)CCCOc1ccccc1)c1ccccc1	98.0	96.0	99.0	10.8	98.0	13	-15.5	-1.0	-14.0	96.0	98.0
c1ccc(Cc2nnc(N3CCOCC3)c3ccccc23)cc1	104.0	99.0	104.0	x	100.0	11	-13.4	-1.0	-7.8	97.0	100.0
Cc1ccc(/C=C/C(=O)OCC(=O)Nc2cccc(S(=O)(=O)N(C)C)c2)o1	101.0	97.0	103.0	-12.3	99.0	5	13.7	-12.0	-72.5	97.0	98.0
S=C(NCc1ccco1)Nc1ccc(N2CCOCC2)cc1	101.0	101.0	105.0	2.1	100.0	2	15.0	-2.0	-13.1	102.0	101.0
CCCCN(CC)c1nc(N)c2c(N)nc(OCC)cc2c1C#N	92.0	94.0	100.0	5.5	97.0	12	8.1	-4.0	-36.3	98.0	99.0
c1cc2cn[nH]c2cc1NC1CCCCCC1	105.0	103.0	105.0	x	101.0	4	39.1	8.0	-7.5	103.0	104.0
CC1(C)CC(=O)C(C(c2ccc(F)cc2)C2C(=O)CC(C)(C)CC2=O)C(=O)C1	102.0	97.0	101.0	x	98.0	12	16.2	3.0	-31.6	95.0	99.0
CCCNC(=O)c1nnsc1S(=O)(=O)c1ccc(Cl)cc1	94.0	98.0	99.0	-2.0	102.0	13	1.5	-5.0	8.9	100.0	95.0
Cc1ccc(NC(=O)COC(=O)C(NS(=O)(=O)c2ccc(Cl)cc2)C(C)O)cc1C (centres undefined)	98.0	98.0	102.0	6.1	97.0	2	-8.0	-5.0	-8.8	100.0	102.0
CC(C)N(C(=O)COC(=O)c1cccc(C(=O)OCC(=O)N(C(C)C)C(C)C)n1)C(C)C	95.0	97.0	102.0	13.5	96.0	9	3.6	0.0	3.5	107.0	100.0
CCCc1noc2c1/C(=N\O)CC(CC(C)SCC)C2 (centres undefined)	94.0	95.0	93.0	-2.1	93.0	26	8.5	-3.0	-36.8	94.0	95.0
